# INS-1E rescue = protection of INS-1E cells from cytokine death, primary screen, ATP luminescence, single point. INS-1E cytokine-induced death, 48 h; normalised: neutral wells 0, positive control 100. protection from cytokine-induced ATP loss, % at 10 µM. 20,000 compounds, 0.1% hits. AID 488910, 2010;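 active = mean replicate protection from cytokine-induced ATP loss at least 50% and at least 75% of replicates each reaching 50%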
#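 Assay system: INS-1E rat cells / Quantity: 8000 cells per well / Medium: RPMI without phenol red, 5% FBS / Probe or stimulus: three-cytokine cocktail (IFN-γ, TNF-α, IL-1β) / Dosing: one compound concentration, pin transfer / Timing: 48 h co-treatment, 10 min post-lysis read / Technique: CellTiter-Glo luminescence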
# T cruzi intra = inhibitors of intracellular Trypanosoma cruzi, primary screen, cell-based, plate reader, single point, set 2; intracellular Trypanosoma cruzi in host cells; activity score (inhibition), % at 5.01 µM; 22,000 compounds, 4.9% hits; AID 651903, 2012; in the data active = activity score above about 55%;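 note: parasites and compound incubated about four days before reading; 0% = median of neutral control wells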
# * marks the source's active call; other numbers are inactive results; . = not tested or not shown.
# The opening 8 entries as a preview:
# Screens in order: INS-1E rescue, T cruzi intra
C[C@H](CO)N1C[C@H](C)[C@@H](CN(C)Cc2ccncc2)Oc2ccc(NS(=O)(=O)c3cn(C)cn3)cc2C1=O
    2, -6
C[C@H]1CN([C@@H](C)CO)C(=O)c2cccc(NS(C)(=O)=O)c2O[C@@H]1CN(C)S(=O)(=O)c1ccc(F)cc1
    5, -14
C[C@@H]1CN([C@@H](C)CO)C(=O)c2cccc(NC(=O)C3CCCCC3)c2O[C@H]1CN(C)Cc1ccc2c(c1)OCO2
    -6, -2
C[C@H](CO)N1C[C@H](C)[C@@H](CN(C)Cc2ccc(Cl)c(Cl)c2)Oc2c(NC(=O)C3CCCCC3)cccc2C1=O
    -23, 25
Cc1noc(C)c1NC(=O)Nc1cccc2c1O[C@@H](CN(C)S(=O)(=O)c1cn(C)cn1)[C@H](C)CN([C@H](C)CO)C2=O
    10, -5
C[C@H]1CN([C@@H](C)CO)C(=O)Cc2cc(NC(=O)Nc3ccc(C(F)(F)F)cc3)ccc2O[C@@H]1CN(C)Cc1ccc2c(c1)OCO2
    -7, 18
COc1ccc(S(=O)(=O)Nc2ccc3c(c2)C(=O)N([C@H](C)CO)C[C@H](C)[C@@H](CN(C)Cc2ccc(-c4ccccc4)cc2)O3)cc1
    ., 56*
C[C@H]1CN([C@@H](C)CO)C(=O)c2cccc(NS(C)(=O)=O)c2O[C@@H]1CN(C)C(=O)Nc1ccc2c(c1)OCO2
    8, -17

# The whole of this part (from the top)
# Screens in order: INS-1E rescue, T cruzi intra
C[C@H](CO)N1C[C@H](C)[C@@H](CN(C)Cc2ccncc2)Oc2ccc(NS(=O)(=O)c3cn(C)cn3)cc2C1=O
    2, -6
C[C@H]1CN([C@@H](C)CO)C(=O)c2cccc(NS(C)(=O)=O)c2O[C@@H]1CN(C)S(=O)(=O)c1ccc(F)cc1
    5, -14
C[C@@H]1CN([C@@H](C)CO)C(=O)c2cccc(NC(=O)C3CCCCC3)c2O[C@H]1CN(C)Cc1ccc2c(c1)OCO2
    -6, -2
C[C@H](CO)N1C[C@H](C)[C@@H](CN(C)Cc2ccc(Cl)c(Cl)c2)Oc2c(NC(=O)C3CCCCC3)cccc2C1=O
    -23, 25
Cc1noc(C)c1NC(=O)Nc1cccc2c1O[C@@H](CN(C)S(=O)(=O)c1cn(C)cn1)[C@H](C)CN([C@H](C)CO)C2=O
    10, -5
C[C@H]1CN([C@@H](C)CO)C(=O)Cc2cc(NC(=O)Nc3ccc(C(F)(F)F)cc3)ccc2O[C@@H]1CN(C)Cc1ccc2c(c1)OCO2
    -7, 18
COc1ccc(S(=O)(=O)Nc2ccc3c(c2)C(=O)N([C@H](C)CO)C[C@H](C)[C@@H](CN(C)Cc2ccc(-c4ccccc4)cc2)O3)cc1
    ., 56*
C[C@H]1CN([C@@H](C)CO)C(=O)c2cccc(NS(C)(=O)=O)c2O[C@@H]1CN(C)C(=O)Nc1ccc2c(c1)OCO2
    8, -17
Cc1ccc(S(=O)(=O)N(C)C[C@@H]2Oc3ccc(NS(=O)(=O)c4ccc(Cl)cc4)cc3CC(=O)N([C@@H](C)CO)C[C@@H]2C)cc1
    5, -13
C[C@H]1CN([C@@H](C)CO)C(=O)Cc2cc(NC(=O)Nc3ccc(C(F)(F)F)cc3)ccc2O[C@@H]1CN(C)C(=O)Nc1cccc2ccccc12
    -8, -18
C[C@@H]1CN([C@H](C)CO)C(=O)Cc2cc(NS(=O)(=O)c3ccccc3)ccc2O[C@@H]1CN(C)C(=O)Nc1ccc(C(F)(F)F)cc1
    0, -9
Cc1cc(C(=O)Nc2cccc3c2O[C@@H](CN(C)C(=O)NC2CCCCC2)[C@@H](C)CN([C@H](C)CO)C3=O)n(C)n1
    -1, 28
C[C@H]1CN([C@@H](C)CO)C(=O)Cc2cc(NC(=O)C3CCCCC3)ccc2O[C@@H]1CN(C)CC1CC1
    -5, -12
C[C@H](CO)N1C[C@H](C)[C@H](CN(C)S(=O)(=O)c2ccc(F)cc2)Oc2ccc(NS(=O)(=O)c3ccccc3)cc2C1=O
    -47, 39
Cc1ccc(S(=O)(=O)Nc2ccc3c(c2)C(=O)N([C@@H](C)CO)C[C@H](C)[C@H](CN(C)S(C)(=O)=O)O3)cc1
    2, 5
C[C@@H]1CN([C@H](C)CO)C(=O)Cc2cc(NC(=O)NC3CCCCC3)ccc2O[C@@H]1CN(C)S(C)(=O)=O
    2, -4
COc1ccc(NC(=O)Nc2cccc3c2O[C@H](CN(C)Cc2ccc(C(F)(F)F)cc2)[C@@H](C)CN([C@H](C)CO)C3=O)cc1
    -13, -3
C[C@H]1CN([C@@H](C)CO)C(=O)Cc2cc(NC(=O)CCN3CCOCC3)ccc2O[C@@H]1CN(C)S(C)(=O)=O
    6, -13
CNC[C@@H]1Oc2ccc(NC(=O)Nc3c(C)noc3C)cc2CC(=O)N([C@@H](C)CO)C[C@@H]1C
    4, -23
Cc1noc(C)c1NC(=O)Nc1ccc2c(c1)CC(=O)N([C@@H](C)CO)C[C@@H](C)[C@@H](CN(C)Cc1ccc(Oc3ccccc3)cc1)O2
    -12, .
COc1ccc(S(=O)(=O)Nc2ccc3c(c2)CC(=O)N([C@@H](C)CO)C[C@@H](C)[C@@H](CN(C)S(=O)(=O)c2c(C)noc2C)O3)cc1
    -2, -3
Cc1ccc(S(=O)(=O)N(C)C[C@H]2Oc3ccc(NC(=O)c4ccncc4)cc3CC(=O)N([C@@H](C)CO)C[C@@H]2C)cc1
    11, -1
COc1ccc(S(=O)(=O)N(C)C[C@@H]2Oc3ccc(NC(=O)CCN4CCOCC4)cc3CC(=O)N([C@H](C)CO)C[C@H]2C)cc1
    22, -42
C[C@@H]1CN([C@H](C)CO)C(=O)c2cc(NS(=O)(=O)c3ccc(Cl)cc3)ccc2O[C@H]1CN(C)S(C)(=O)=O
    6, -9
C[C@@H]1CN([C@@H](C)CO)C(=O)c2cc(NS(=O)(=O)c3cn(C)cn3)ccc2O[C@H]1CN(C)Cc1ccc(C(=O)O)cc1
    ., 12
C[C@@H]1CN([C@@H](C)CO)C(=O)c2cc(NC(=O)C3CCCCC3)ccc2O[C@@H]1CN(C)Cc1ccccc1
    ., -7
O=C(NO)c1cccc(C(=O)N/N=C/c2cccc3ccccc23)c1
    17, -20
C[C@H](CO)N1C[C@H](C)[C@@H](CN(C)C(=O)Nc2cccc3ccccc23)Oc2c(NC(=O)Nc3ccccc3)cccc2C1=O
    9, 4
C[C@@H]1CN([C@H](C)CO)C(=O)Cc2cc(NC(=O)NC3CCCCC3)ccc2O[C@H]1CN(C)S(=O)(=O)c1ccc(Cl)cc1
    2, -11
C[C@H](CO)N1C[C@H](C)[C@@H](CN(C)Cc2ccc3c(c2)OCO3)Oc2c(NS(C)(=O)=O)cccc2C1=O
    7, -30

# (cont.)
# Screens in order: INS-1E rescue, T cruzi intra
C[C@H](CO)N1C[C@H](C)[C@@H](CN(C)Cc2ccc(-c3ccccc3)cc2)Oc2c(NS(=O)(=O)c3ccc(Cl)cc3)cccc2C1=O
    -9, 38
C[C@@H]1CN([C@@H](C)CO)C(=O)c2cccc(NS(=O)(=O)c3cccs3)c2O[C@@H]1CN(C)Cc1ccc(Oc2ccccc2)cc1
    -16, 4
C[C@H]1CN([C@@H](C)CO)C(=O)CCCn2nncc2CO[C@H]1CN(C)S(=O)(=O)c1ccc2ccccc2c1
    ., -3
C[C@@H]1CN([C@H](C)CO)C(=O)Cc2cc(NC(=O)C3CCCCC3)ccc2O[C@H]1CN(C)Cc1ccncc1
    2, -7
COc1ccc(S(=O)(=O)Nc2ccc3c(c2)C(=O)N([C@@H](C)CO)C[C@H](C)[C@@H](CN(C)C(=O)NC(C)C)O3)cc1
    1, 1
COc1ccc(S(=O)(=O)Nc2cccc3c2O[C@@H](CN(C)C(=O)Nc2ccc(F)cc2)[C@H](C)CN([C@@H](C)CO)C3=O)cc1
    1, 0
CC(C)NC(=O)Nc1ccc2c(c1)C(=O)N([C@@H](C)CO)C[C@@H](C)[C@@H](CN(C)Cc1ccc(C(=O)O)cc1)O2
    7, -9
C[C@H](CO)N1C[C@H](C)[C@H](CN(C)S(=O)(=O)c2ccccc2)Oc2ccc(NS(=O)(=O)c3cccs3)cc2CC1=O
    0, -1
COc1ccc(S(=O)(=O)Nc2ccc3c(c2)C(=O)N([C@@H](C)CO)C[C@H](C)[C@@H](CN(C)C(=O)NC2CCCCC2)O3)cc1
    ., 4
C[C@@H]1CN([C@H](C)CO)C(=O)c2cc(NC(=O)Nc3ccc4c(c3)OCO4)ccc2O[C@H]1CN(C)S(=O)(=O)c1ccc(Cl)cc1
    -5, 0
Cc1ccc(S(=O)(=O)N(C)C[C@H]2Oc3c(NS(=O)(=O)c4ccc(Cl)cc4)cccc3C(=O)N([C@H](C)CO)C[C@@H]2C)cc1
    2, 4
C[C@@H]1CCCCO[C@@H](CN(C)C(=O)Cc2ccccc2)[C@@H](C)CN([C@H](C)CO)C(=O)c2cc(NS(=O)(=O)c3ccc(F)cc3)ccc2O1
    1, 0
C[C@@H]1CN([C@H](C)CO)C(=O)c2cccc(NC(=O)Nc3cccc4ccccc34)c2O[C@@H]1CN(C)C(=O)Nc1ccccc1
    13, 18
C[C@H](CO)N1C[C@H](C)[C@@H](CN(C)Cc2ccncc2)Oc2c(NS(=O)(=O)c3ccccc3)cccc2C1=O
    4, -17
C[C@H](CO)N1C[C@H](C)[C@H](CN(C)S(=O)(=O)c2ccc(F)cc2)Oc2ccc(NS(=O)(=O)c3ccc(Cl)cc3)cc2CC1=O
    -2, 4
C[C@@H]1CN([C@@H](C)CO)C(=O)c2cc(N(C)C)ccc2O[C@H]1CN(C)Cc1ccc(C(=O)Nc2ccccc2N)cc1
    3, 35
C[C@@H]1CN([C@H](C)CO)C(=O)c2cccc(NC(=O)c3nc4ccccc4s3)c2O[C@H]1CN(C)C(=O)Nc1ccc2c(c1)OCO2
    -6, -11
C[C@@H]1CCCCO[C@H](CN(C)C(=O)CCCN(C)C)[C@@H](C)CN([C@H](C)CO)C(=O)c2cc(NC(=O)Nc3cccc4ccccc34)ccc2O1
    16, 20
C[C@@H]1CCCCO[C@H](CN(C)C(=O)Nc2ccc3c(c2)OCO3)[C@@H](C)CN([C@H](C)CO)C(=O)c2cc(NS(=O)(=O)c3ccc(Cl)cc3)ccc2O1
    2, 1
C[C@@H]1CN([C@@H](C)CO)C(=O)c2cc(NC(=O)Cc3cn(C)c4ccccc34)ccc2O[C@H]1CN(C)Cc1ccncc1
    4, 6
COc1ccc(NC(=O)Nc2cccc3c2O[C@@H](CN(C)S(=O)(=O)c2ccccc2)[C@@H](C)CN([C@H](C)CO)C3=O)cc1
    -9, -3
C[C@@H]1CN([C@H](C)CO)C(=O)c2cc(NC(=O)Cc3cn(C)c4ccccc34)ccc2O[C@@H]1CN(C)C(=O)Nc1ccc2c(c1)OCO2
    0, -9
Cc1ccc(S(=O)(=O)Nc2cccc3c2O[C@@H](CN(C)S(=O)(=O)c2ccc(Cl)cc2)[C@H](C)CN([C@H](C)CO)C3=O)cc1
    6, 2
COc1ccc(CN(C)C[C@H]2Oc3c(NC(=O)Nc4ccc5c(c4)OCO5)cccc3C(=O)N([C@H](C)CO)C[C@@H]2C)cc1
    -11, 10
C[C@@H]1CN([C@H](C)CO)C(=O)c2cccc(NS(=O)(=O)c3cccs3)c2O[C@@H]1CN(C)Cc1ccccc1
    -1, 0
C[C@@H]1CN([C@@H](C)CO)C(=O)c2cccc(NC(=O)c3nc4ccccc4s3)c2O[C@@H]1CN(C)S(=O)(=O)c1cn(C)cn1
    5, 19
C[C@H]1CN([C@@H](C)CO)C(=O)c2cc(NS(=O)(=O)c3ccccc3)ccc2O[C@@H]1CN(C)Cc1ccc2c(c1)OCO2
    -10, 54
Cc1noc(C)c1S(=O)(=O)Nc1ccc2c(c1)C(=O)N([C@H](C)CO)C[C@H](C)[C@@H](CN(C)C(=O)NC(C)C)OCCCC[C@@H](C)O2
    4, -10
C[C@@H]1CN([C@H](C)CO)C(=O)c2cc(NS(=O)(=O)c3ccc(F)cc3)ccc2O[C@@H]1CN(C)Cc1ccc(C(F)(F)F)cc1
    -6, 24
Cc1noc(C)c1NC(=O)Nc1ccc2c(c1)C(=O)N([C@H](C)CO)C[C@H](C)[C@H](CN(C)S(=O)(=O)c1cccs1)O2
    1, 3

# Next part
# Screens in order: INS-1E rescue, T cruzi intra
C[C@H]1CN([C@@H](C)CO)C(=O)c2cc(NC(=O)C3CC3)ccc2O[C@H]1CN(C)S(=O)(=O)c1cccs1
    ., -11
C[C@H](CO)N1C[C@H](C)[C@H](CN(C)C(=O)NC2CCCCC2)Oc2ccc(NC(=O)Nc3ccc4c(c3)OCO4)cc2CC1=O
    11, -11
COc1ccc(NC(=O)Nc2ccc3c(c2)CC(=O)N([C@@H](C)CO)C[C@H](C)[C@@H](CN(C)Cc2ccc4c(c2)OCO4)O3)cc1
    0, 16
Cc1noc(C)c1NC(=O)Nc1cccc2c1O[C@@H](CN(C)C(=O)NC1CCCCC1)[C@H](C)CN([C@@H](C)CO)C2=O
    7, -5
COc1ccc(NC(=O)Nc2cccc3c2O[C@@H](CN(C)C(=O)Nc2ccc(F)cc2)[C@H](C)CN([C@H](C)CO)C3=O)cc1
    -4, -15

# As a short view, part of the list above.
# Screens in order: INS-1E rescue, T cruzi intra
C[C@H]1CN([C@@H](C)CO)C(=O)c2cc(NC(=O)C3CC3)ccc2O[C@H]1CN(C)S(=O)(=O)c1cccs1
    ., -11
C[C@H](CO)N1C[C@H](C)[C@H](CN(C)C(=O)NC2CCCCC2)Oc2ccc(NC(=O)Nc3ccc4c(c3)OCO4)cc2CC1=O
    11, -11

# From PubChem BioAssay

# This is a random part of the collection; about 4.8% have a hit in one of these screens.
